JMJD2A Tudor inh: JMJD2A Tudor domain (human) inhibition. AlphaScreen JMJD2A-Tudor / H3K4me3 peptide binding. 390,000 tested, 4.4% active. Potency, µM (series often up to 114 µM), for inactives: top-dose activity change, negative = inhibition, hits mostly inhibitors; also: potency is read from the fitted curve at half-maximal effect; % is scaled to controls: 0 for no effect and ±100 for the full control effect; nearly all actives have a fitted effect of over 50% in size
PI4K2A block: PI4K2A (human) kinase inhibition; AID 1346378; purified PI4K2A, ADP-Glo luminescence, 1 h; hits give low values; 420,000 tested, 0.13% active; activity change, negative = inhibition, % at 76.9 µM; in the data active = activity change below about -50%; inconclusive = mostly about -30% to -49%;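 also: -100% = wells without enzyme as full effect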
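Compounds are screened against recombinant PI4K2A using PI as substrate and ATP, the latter dispensed at 300 microM. Reactions run one hour at ambient temperature before ADP-Glo detection; full inhibition defined by wells lacking enzyme.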
GLS inh: blocks human kidney-isoform glutaminase activity; Potency, µM (series often up to 45.5 µM), inactives show at the highest dose activity change, negative = inhibition, usual class: inhibitors; AID 624170; 410,000 tested, 0.21% active; GLS enzymatic activity, qHTS titration; also: potency is read from the fitted curve at half-maximal effect; % is scaled to controls: 0 for no effect and ±100 for the full control effect
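Assay buffer: 45 mM KH2PO4 pH 8.2, 0.02% Tween-20. hKGA acts on L-glutamine (1 mM solution added); product glutamate is reported by an oxidase/peroxidase Amplex Red coupling, with fluorescence taken at baseline and 30 min.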
HP1b binding inh: HP1-beta chromodomain-methylated histone interaction inhibition. P83916. AlphaScreen HP1-beta / biotin-H3K9me3 peptide binding. Potency, µM (doses to about 114 µM), inactives show at the top dose activity change, negative = inhibition, actives largely listed as inhibitors. 390,000 tested, 0.56% active. AID 540317; also: potency is read from the fitted curve at half-maximal effect; nearly all actives have a fitted effect of over 70% in size; inactives centre near 23
Target sequence (P83916 whole entry, looked up): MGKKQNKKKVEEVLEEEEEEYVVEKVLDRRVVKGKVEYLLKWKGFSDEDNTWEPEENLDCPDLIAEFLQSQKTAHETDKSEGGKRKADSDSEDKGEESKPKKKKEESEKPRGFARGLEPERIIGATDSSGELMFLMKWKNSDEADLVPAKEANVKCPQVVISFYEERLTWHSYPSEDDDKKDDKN
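Compound inhibition of the preformed complex between 50 nM HP1-beta and 50 nM biotinylated H3K9me3 peptide was read by AlphaScreen. Buffer was PBS pH 7.4 with 0.01% Tween-20. Incubations ran 30 min at room temperature, with 10 ug/mL donor/acceptor beads.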
RGS4 inhibitor: inhibitors of human regulator of G protein signaling 4; P49798; Transcreener GDP fluorescence polarization, RGS4-accelerated GTP hydrolysis; Potency, µM (series often up to 114 µM), inactives show top-dose activity change, negative = inhibition, usual class: inhibitors; 390,000 tested, 0.039% active; AID 504845; also: potency is read from the fitted curve at half-maximal effect; % is scaled to controls: 0 for no effect and ±100 for the full control effect; nearly all actives have a fitted effect of over 75% in size; some results filed as inactive show a strong effect at the top dose
Target sequence (P49798 whole entry, looked up): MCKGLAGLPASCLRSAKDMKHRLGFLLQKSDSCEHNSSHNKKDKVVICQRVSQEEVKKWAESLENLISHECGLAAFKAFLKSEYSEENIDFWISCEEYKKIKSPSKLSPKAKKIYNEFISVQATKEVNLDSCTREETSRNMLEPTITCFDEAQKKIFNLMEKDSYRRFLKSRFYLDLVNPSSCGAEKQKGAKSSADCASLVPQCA
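MLSMR compounds (23 nl, pin-transferred) preincubated 10 min at room temperature with a 500nM (2x) first reagent, then RGS4 at 900nM (2x) plus Transcreener GDP mix added; fluorescence polarization (620/688 nm) read before and after 90 min at 30 °C.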
BAZ2B inh: BAZ2B (human) inhibition; Q9UIF8; AlphaScreen BAZ2B-H3K14Ac peptide displacement; Potency, µM (highest dose often 114 µM), inactives show at the top dose activity change, negative = inhibition, actives largely listed as inhibitors; 360,000 tested, 4.4% active; AID 504333; also: potency is read from the fitted curve at half-maximal effect; % is scaled to controls: 0 for no effect and ±100 for the full control effect; nearly all actives have a fitted effect of over 60% in size
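Complex of BAZ2B and biotin-H3K14Ac (50 nM apiece) forms over 30 min at RT, then faces library compounds up to 110 uM for another 30 min; AlphaScreen beads added, 20 min dark incubation, luminescence read.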
ERG Ets-DNA blk: inhibitors of human ERG Ets domain-DNA interaction | 370,000 tested, 0.028% active | Potency, µM (series often up to 76.9 µM), without a hit: at the highest dose FP activity, negative = inhibition, hits mostly inhibitors | fluorescence polarization, His-ERG Ets domain / labelled DNA; active = well fitted inhibition curve with a large enough effect in the polarisation, with a control signal flat; inconclusive = small, poorly fitted or top-dose-only effect, or effect the other way, or a change in a side signal; inactive = no such curve, though single readings can be large or run the other way; the % refers to the polarisation;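 also: polarization taken with two DNA probes labelled with fluorescein and Texas red; potency is read from the fitted curve at half-maximal effect; % of control where 0% means no effect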
Target sequence (P11308 whole entry, looked up, the tested form may be a part): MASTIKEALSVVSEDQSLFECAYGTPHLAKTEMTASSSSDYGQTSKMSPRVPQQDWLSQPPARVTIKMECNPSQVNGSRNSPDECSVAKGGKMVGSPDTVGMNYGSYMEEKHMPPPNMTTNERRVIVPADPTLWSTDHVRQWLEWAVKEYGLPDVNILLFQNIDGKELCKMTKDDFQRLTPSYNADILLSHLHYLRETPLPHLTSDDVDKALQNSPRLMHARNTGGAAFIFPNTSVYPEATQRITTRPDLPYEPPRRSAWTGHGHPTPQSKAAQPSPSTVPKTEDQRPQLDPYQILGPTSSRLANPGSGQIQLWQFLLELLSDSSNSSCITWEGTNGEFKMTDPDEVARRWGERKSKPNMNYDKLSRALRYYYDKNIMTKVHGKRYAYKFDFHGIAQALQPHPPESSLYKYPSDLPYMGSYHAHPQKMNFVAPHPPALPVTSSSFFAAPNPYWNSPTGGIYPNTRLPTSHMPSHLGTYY
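His-tagged ERG Ets domain (1 uM in the protein solution; 300mM KCl, 50mM Tris-HCl, 1mM EDTA, 1mM DTT, pH 7.5) received compound, then a probe mix of 5 nM fluorescein-DNA and 100nM Texas-615-DNA. Fluorescence polarization was read for both dyes.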
G9a block: blocks human histone lysine methyltransferase G9a | G9a H3K9 monomethylation, AlphaScreen, 2 h | 350,000 tested, 8.8% active | Potency, µM (series often up to 102 µM), for the others: top-dose activity, negative = inhibition, hits mostly inhibitors | Q96KQ7; also: potency is read from the fitted curve at half-maximal effect; % is scaled to controls: 0 for no effect and ±100 for the full control effect; nearly all actives have a fitted effect of over 75% in size
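AlphaScreen detection with an anti-monomethyl H3K9 antibody quantified product after a 2 h room-temperature reaction containing 500 nM biotinylated H3K9 peptide, 20 µM SAM and 20 nM enzyme, which had been preincubated 15 min with compound.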
12-LOX inh: ALOX12 (human) lipoxygenase inhibition. 580,000 tested, 1.1% active. Potency, µM (doses to about 108 µM), for inactives: top-dose activity change, negative = inhibition, most hits filed as inhibitors. purified 12hLO, xylenol orange hydroperoxide absorbance; also: potency is read from the fitted curve at half-maximal effect; % is scaled to controls: 0 for no effect and ±100 for the full control effect
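Purified human 12hLO (150 nM final) in 25 mM Hepes, 0.01% Triton X-100, pH 7.0 was preincubated 15 min at room temperature with compound. Then 40 uM arachidonic acid was added, 30 min. Hydroperoxide was read by Fe-XO absorbance ratio 573/405 nm.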
The depositor's hits bear a star; ? = inconclusive; / = no result given; & = joins results of further samples; [ ] = another dose, or the depositor's remark. Unless noted, calls follow the shape of the dose curve; as a rule, active = well fitted curve in the direction sought with a large enough effect; inconclusive = small, poorly fitted or top-dose-only effect, or another doubt; inactive = no such curve, though single readings can be large; an effect the other way counts as inactive or inconclusive.

SMILES	JMJD2A Tudor inh	PI4K2A block	GLS inh	HP1b binding inh	RGS4 inhibitor	BAZ2B inh	ERG Ets-DNA blk	G9a block	12-LOX inh
CC1=NN(C(=O)Cc2ccccc2)C(O)(c2ccccc2)C1 (stereo not drawn)	-1%	3	-8%	37%	-14%	15%	7%	0%	-4%
Cc1nnc2sc(SCC(=O)N3CCc4ccccc43)nn2c1=O	-7%	-6	-8%	59%[activator]	-14%	/	10%	/	-12%
C(=N\c1nc2ccccc2[nH]1)/c1cccs1	-31%	5	4%	12%	-1%	-2%	-5%	13%	7%
CN(C)c1ccnc2sc3c(NCC(O)CO)ncnc3c12 (stereo not drawn)	-6%	-1	2%	50%[activator]	-2%	3%	3%	-9%[59 µM]	-3%
CN(C)N=Nc1ccc(S(=O)(=O)NC(Cc2ccccc2)C(=O)O)cc1 (stereo not drawn)	-12%	-3	6%	38%	-1%	6%[0.457 µM]	?	7%[59 µM]	-16%
O=C(Nc1ccc(O)c(-c2nc3ccccc3o2)c1)C1(c2ccccc2)CCCC1	24%	2	9%	86%	21%	15%	-5%	/	25%
O=C(O)c1ccc(/C=N/NC(=O)c2cc(-c3ccc4c5c(cccc35)CC4)n[nH]2)cc1	?	-1	-3%	-14%	-37%	50µM*	3%	?	-17%
COc1ccc(C2=NCCn3c2c2ccc(C(F)(F)F)cc2[n+]3[O-])cc1	?	-3	10%	23%	7%	-8%	-5%	-6%[2.33 µM]	-10%
CC(=O)c1c(C)[nH]c(C(=O)OCC(=O)Nc2ccc([N+](=O)[O-])cc2Cl)c1C	-4%	1	0%	26%	-15%	-4%	6%	-8%[59 µM]	-25%
COC(=O)c1cc(OC)c(OC)cc1N	-7%	5	26%	19%	-3%	3%	5%	19%[59 µM]	0%
CCc1ccccc1NC(=O)Cn1nc(C(F)(F)F)cc1C1CC1	0%	2	-9%	22%	4%	7%	-9%	-10%[59 µM]	4%
Clc1ccc(C2=CSC3=NCCN23)cc1Cl	?	15	2%	3%	-31%	?	4%	-51%[59 µM]	?
O=C(CSCc1c(F)cccc1F)Nc1ccccc1	10%	3	-10%	27%	-5%	-33%	15%	17%	11%
O=C(CSc1ccccc1)Nc1ccccc1N1CCOCC1	6%	4	16%	42%	5%	1%	0%	7%[59 µM]	24%
CCC1CCC/C1=N\NC(=O)c1ccccc1Cl (stereo not drawn)	-2%	1	-1%	18%	2%	/	-21%	/	1%
O=C(c1cc(Br)c(Br)s1)N1CCN(c2ccccn2)CC1	-10%	-1	-1%	23%	-3%	-26%	11%	55%[activator]	-8%
Cc1cc(C(=O)CN2C(=O)C(=O)N(CCC3=CCCCC3)C2=O)c(C)n1C	?	-4	-2%	-21%	-27%	/	-16%[15.4 µM]	/	?
CCOc1ccc(NC(=O)CSc2ccccc2N)cc1	-3%	-2	-12%	15%	-20%	-18%	-4%	/	0%
CCCCN(C)CCCNC(=O)c1cc(Nc2ccc(OC)c(OC)c2)nc2ccccc12	?	0	-2%	-6%	11%	-26%	-20%	71µM*	-10%
CC(=O)c1ccc(OCc2cc(C(=O)N(C)Cc3nc4c(C)cccc4[nH]3)no2)cc1	-4%	3	6%	39%[activator]	-21%	-19%	-3%	-26%	0%
O=C(/C=C/c1cccnc1)c1ccc([N+](=O)[O-])cc1	?	-8	11%	-17%	-1%	-18%	-5%	13µM*	-26%
O=C(NC(=O)c1csnn1)Nc1ccccc1Cl	-16%	-5	0%	27%	1%	-20%	-16%	89µM*	?
Cc1ccc(C)c(N(C)S(=O)(=O)c2cccc3nsnc23)c1	-27%[57.1 µM]	2	9%	25%	9%	-27%	-7%	-4%[59 µM]	0%
Cc1ccc(C(=O)N2CCN(CCNC(=O)C(=O)NCc3ccc(Cl)cc3)CC2)cc1	-10%	2	-2%	23%	27%	-12%	5%	/	-10%
CC(=O)Nc1ccc(NC(=O)c2csnn2)cc1	-7%	-1	0%	8%	-14%	-9%	-3%	?	0%
O=C(NC(=S)NCCC1=CCCCC1)c1cncc(Br)c1	-11%	-1	7%	11%	-21%	-2%	-8%	-7%[59 µM]	?
COC(=O)CC1C(=O)NCCN1C(=O)CSc1nc2ccccc2o1 (stereo not drawn)	-11%	2	50%[activator]	20%	-15%	/	-5%	?	0%
N#C/C(C(=O)Oc1ccccc1)=C1/Nc2ccccc2-c2ccccc21	-10%	-1	7%	21%	-8%	-16%	4%	40%[activator]	-10%
COc1ccc(C2=CC(c3ccccc3Cl)n3nc(-c4ccc(Cl)cc4)nc3N2)cc1 (stereo not drawn)	-23%	3	-6%	8%	4%	-6%	-25%	?	5µM*
COCCn1c(-c2cc(OC)c(OC)c(OC)c2)nc2oc3ccccc3c(=O)c2c1=O	-14%	3	11%	12%	39%	-12%	9%	-28%[12.7 µM]	-6%
CCCC(C(=O)NC(C)(C)C)N(C(=O)c1snc(C(N)=O)c1N)c1ccc2c(c1)OCCO2 (stereo not drawn)	-29%	-2	1%	35%	6%	-36%	-4%	21%[59 µM]	?
COC(=O)c1c(NC(=O)COC(=O)Cn2cnc3ccccc32)sc(C)c1C	-22%	3	12%	39%[activator]	-23%	-6%	9%	?	-17%
O=C(COC(=O)c1ccccc1Cl)NC1CCCCCCC1	9%	4	0%	45%	?	10%	-1%	6%[0.501 µM]	-13%
Cc1cc(OCC(=O)Nc2ccccn2)c2c(C)cc(=O)oc2c1	-23%	0	-8%	69%[activator]	33%	-9%	2%	21%	3%
COc1ccc(-n2c(COc3ccccc3)nnc2SCc2ccc(C#N)cc2)cc1	-13%	1	-2%	39%[activator]	-35%	1%	1%	-5%[12.7 µM]	0%
N#CC1(Cc2ccc([N+](=O)[O-])cc2)c2ccccc2C=CN1C(=O)c1ccccc1 (stereo not drawn)	-23%	5	7%	-15%	0%	-37%	2%	-28%[59 µM]	-15%
CSc1ccccc1NC(=O)CSc1nnnn1-c1ccccc1SC	-4%	2	0%	44%[activator]	15%	-4%	0%	-33%[59 µM]	-1%
COc1cc(C2N(C)C(=O)c3ccccc3N2C)ccc1O (stereo not drawn)	-3%	-5	15%	36%	-7%	?	-3%	-48%	3%
Cc1ccccc1N(CC(=O)NC(C)(C)C)C(=O)CS(=O)CC(=O)Nc1ccc2c(c1)OCO2 (stereo not drawn)	-8%	-6	-5%	16%	-6%	-20%	10%	32%	-1%
Cc1ccc(C(=O)Nc2nc(-c3ccc([N+](=O)[O-])cc3)cs2)o1	-6%	-3	-7%	29%	6%	-34%	7%	0%[59 µM]	-17%

Among those listed so far, these have two or more sulfur atoms:
SMILES	JMJD2A Tudor inh	PI4K2A block	GLS inh	HP1b binding inh	RGS4 inhibitor	BAZ2B inh	ERG Ets-DNA blk	G9a block	12-LOX inh
Cc1nnc2sc(SCC(=O)N3CCc4ccccc43)nn2c1=O	-7%	-6	-8%	59%[activator]	-14%	/	10%	/	-12%
Cc1ccc(C)c(N(C)S(=O)(=O)c2cccc3nsnc23)c1	-27%[57.1 µM]	2	9%	25%	9%	-27%	-7%	-4%[59 µM]	0%
CSc1ccccc1NC(=O)CSc1nnnn1-c1ccccc1SC	-4%	2	0%	44%[activator]	15%	-4%	0%	-33%[59 µM]	-1%

Next section:
SMILES	JMJD2A Tudor inh	PI4K2A block	GLS inh	HP1b binding inh	RGS4 inhibitor	BAZ2B inh	ERG Ets-DNA blk	G9a block	12-LOX inh
Cc1occc1C(=O)NNC(=O)CN1C(=O)NC2(CCCCC2)C1=O	-12%	3	-2%	14%	-20%	1%	-5%	-28%	7%
CCCCn1c(C(C)NC(=O)COC)nc2ccccc21 (stereo not drawn)	-3%	2	16%	17%	10%	-1%	3%	-34%[59 µM]	0%
CN1CCN(C2CCN(c3ccc(Nc4nnc(Cl)c(Nc5ccccc5S(C)(=O)=O)n4)c(OC(CF)CF)c3)CC2)CC1	?	4	23%	-5%	12%	/	-11%	/	-12%
COc1ccc(NC(=O)CNS(=O)(=O)c2cccs2)cc1	5%	-1	8%	11%	-13%	-5%	4%	-49%	0%
Cc1nc(NC(=O)CN(C)S(=O)(=O)c2ccc(Cl)cc2)sc1C	-31%	0	-2%	6%	34%	-9%	0%	11%[12.7 µM]	-11%&4%
COc1ccc2nc(SCC(=O)C(C)(C)C)[nH]c2c1	-15%	-2	9%	19%	-37%	-11%	1%	56µM*	?
O=C(COC(=O)c1ccccc1SCC(=O)N1CCCC1)NC1CCCCC1	-9%	4	-1%	32%	-30%	1%	8%	8%[0.501 µM]	-1%
COCC(C)NCc1ccc(C)cc1C (stereo not drawn)	4.5µM*	8	4%	-27%	8%	-33%	-6%	11µM*	?
COC(=O)c1sc(C(C)(C)C)cc1CS(=O)(=O)c1ccccn1	-8%	-4	0%	27%	9%	0%	5%	/	0%
CCC(=O)N1CCN(C(=O)CC)C1c1ccccc1	-6%	-3	5%	26%	-12%	12%	-2%	-14%	0%
CCc1cccc(C)c1NC(=O)c1nc2ccccc2nc1N1CCCCC1	-10%	-19	0%	26%	12%	-4%	0%	1%[59 µM]	6%
Cc1cc(CN(C)C(=O)c2ccc(OC3CCN(Cc4ccccn4)CC3)cc2)on1	-15%	-2	-7%	37%	-21%	-26%	13%	50µM*	-5%
Cn1c(N)c(C(=O)CSc2ccccn2)c(=O)n(C)c1=O	-3%	1	4%	39%	5%	6%	7%	-3%[59 µM]	-1%

From PubChem BioAssay

Some of the compounds tested; count on the stated rates, not on these rows.
